ADAM10 inh: human ADAM10 inhibitors, primary screen, biochemical, QFRET, HTS. recombinant ADAM10, EDANS/DABCYL FRET peptide cleavage, 3 h. hit rate 0.62% among 370,000. AID 720582, 2013. Disintegrin and metalloproteinase domain-containing protein 10 (Homo sapiens), O14672. inhibition, % at 7 µM;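 active means inhibition above a per-campaign cutoff equal to the mean of compounds falling between control-based bounds plus 3 SD, cut at about 20% in these data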;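 further: 0% = DMSO wells while the 100% control is not disclosed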
SIAE primary: human SIAE inhibitors, primary screen, biochemical, fluorescence polarization, FP-Rh probe, 1536-well HTS | SIAE FP-Rh probe binding | AID 1053197, 2014 | Sialate O-acetylesterase (Homo sapiens), Q9HAT2 | inhibition, % at 9.66 µM | hit rate 0.69% among 370,000;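 active means inhibition above a cutoff: mean of compounds within the control limits plus 3 SD of those, cut at about 17% in these data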;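 further: 0% = plate median of compound wells and 100% = probe without SIAE protein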
Tn7 DDE FP: inhibitors of Tn7 peptide binding to fibrin DD(E), primary screen, biochemical, fluorescence polarization, human fibrin, Tn7 probe; hit rate 0.13% among 370,000; FP displacement of FITC-Tn7 peptide from fibrin DD(E); 0% = median of compound wells per plate; inhibition, % at 8.3 µM; Fibrinogen beta chain (Homo sapiens), P02675;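 active means inhibition above the mean of compounds falling within the control limits plus 3 SD of them, cut at about 14% in these data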;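 further: 0% = plate median of compound wells and 100% = 10 µM Aha-Tn7 peptide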
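Assay system: Fibrin-DD(E) protein isolated from polymerized human fibrin clots; read-out basis: percent inhibition; medium: Tris/NaCl/CaCl2 buffer, pH 7.8; signal: FP measurement; incubation: 10 min plus 3 h, room temperature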
PLC-gamma1 inh: PLC-gamma1 enzyme inhibitors, primary screen, biochemical, fluorescence, purified enzyme | 1-phosphatidylinositol 4,5-bisphosphate phosphodiesterase gamma-1 (Homo sapiens), P19174 | hit rate 0.84% among 370,000 | inhibition, % at 12.2 µM | fluorogenic substrate | AID 720700, 2013; in the data active means inhibition above about 9.5%
TDP2 inh: human TDP2 enzyme inhibitors, primary screen, biochemical, epi absorbance, recombinant enzyme | T5PNP hydrolysis, p-nitrophenol absorbance 415 nm | Tyrosyl-DNA phosphodiesterase 2 (Homo sapiens), O95551 | AID 720702, 2013 | hit rate 0.34% among 370,000 | inhibition, % at 12.8 µM;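 active means inhibition above the mean of all tested compounds plus 3 SD, set per campaign, cut at about 25% in these data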;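 further: 0% = DMSO with enzyme and 100% = buffer with substrate but no TDP2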
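Read-out basis: percent inhibition. System: recombinant human TDP2. Buffer or medium: Mg2+-containing Tris-HCl buffer, pH 7.5. Repeats: single replicate. Timing: reaction 2 h, 37 °C. Benchmarks: high control without enzyme, low control DMSO plus TDP2. Probe or stimulus: 5 mM T5PNP. Doses: 12.8 µM only. Measured by: epi absorbance of p-nitrophenol freed from T5PNP by hydrolysis.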
ASAP1 GAP inh: inhibitors of human ASAP1 ArfGAP activity, primary screen, biochemical, fluorescence polarization; Arf-GAP with SH3 domain, ANK repeat and PH domain-containing protein 1 (Homo sapiens), …; ASAP1-stimulated ARF1 GTP hydrolysis, GDP FP detection; inhibition, % at 16.5 µM; hit rate 0.19% among 360,000; in the data active means inhibition above about 25%;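 further: 0% = vehicle with enzyme and substrate and 100% = no enzyme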
Target sequence (Q9ULH1 325-724 limits assumed): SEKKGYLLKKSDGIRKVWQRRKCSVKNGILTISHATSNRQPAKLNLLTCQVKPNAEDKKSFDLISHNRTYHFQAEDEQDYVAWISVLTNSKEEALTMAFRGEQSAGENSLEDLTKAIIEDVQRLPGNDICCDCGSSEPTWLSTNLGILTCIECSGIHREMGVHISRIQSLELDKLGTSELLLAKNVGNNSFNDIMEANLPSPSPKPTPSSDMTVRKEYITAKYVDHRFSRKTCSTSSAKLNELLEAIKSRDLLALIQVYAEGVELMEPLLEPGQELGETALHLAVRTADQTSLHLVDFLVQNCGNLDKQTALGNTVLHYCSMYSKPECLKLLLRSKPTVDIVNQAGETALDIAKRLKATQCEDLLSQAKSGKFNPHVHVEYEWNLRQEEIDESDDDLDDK
ADAM17 inh: ADAM17 inhibitors, primary screen, biochemical, QFRET. recombinant ADAM17, EDANS/DABCYL FRET peptide cleavage. inhibition, % at 6.95 µM. hit rate 0.83% among 370,000. AID 720648, 2013;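 active means inhibition above the mean of compounds lying between control limits plus 3 SD, set per campaign, cut at about 8.5% in these data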;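 further: 0% = DMSO-only wells as the low control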
Target sequence (P78536 215-824 limits assumed): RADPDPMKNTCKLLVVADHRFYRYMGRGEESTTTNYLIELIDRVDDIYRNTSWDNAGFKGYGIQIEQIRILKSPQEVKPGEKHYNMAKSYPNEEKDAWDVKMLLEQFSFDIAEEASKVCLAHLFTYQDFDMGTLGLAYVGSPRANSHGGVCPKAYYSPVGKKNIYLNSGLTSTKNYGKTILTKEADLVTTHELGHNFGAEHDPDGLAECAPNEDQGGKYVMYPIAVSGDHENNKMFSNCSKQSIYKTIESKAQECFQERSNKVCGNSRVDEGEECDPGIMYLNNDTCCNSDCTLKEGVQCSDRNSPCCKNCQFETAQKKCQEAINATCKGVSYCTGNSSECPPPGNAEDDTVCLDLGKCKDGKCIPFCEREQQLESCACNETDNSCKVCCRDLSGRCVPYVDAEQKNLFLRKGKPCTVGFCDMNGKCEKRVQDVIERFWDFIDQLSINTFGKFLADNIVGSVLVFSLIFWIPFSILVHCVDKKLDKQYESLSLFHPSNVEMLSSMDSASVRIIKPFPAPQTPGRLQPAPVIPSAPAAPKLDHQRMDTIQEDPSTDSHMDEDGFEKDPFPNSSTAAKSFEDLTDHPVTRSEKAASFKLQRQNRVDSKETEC
Tn6 DDE FP: inhibitors of Tn6 peptide binding to fibrin DD(E), primary screen, biochemical, fluorescence polarization, human fibrin, Tn6 probe. inhibition, % at 8.3 µM. Fibrin DD(E) TRITC-Tn6 fluorescence polarization displacement. hit rate 0.21% among 370,000. Fibrinogen beta chain (Homo sapiens), P02675;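 active means inhibition above a per-campaign cutoff: mean of compounds within control limits plus 3 SD, cut at about 15% in these data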;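 further: 0% = median of all compound wells on the plate and 100% = blocking peptide control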
PLC-beta3 inh: human PLC-beta3 inhibitors, primary screen, biochemical, fluorescence. Purified PLC-beta3, fluorogenic substrate. AID 720704, 2013. 1-phosphatidylinositol 4,5-bisphosphate phosphodiesterase beta-3 (Homo sapiens), Q01970. hit rate 0.18% among 370,000. inhibition, % at 12.2 µM; in the data active means inhibition above about 11%;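 further: 0% = median of compound wells on plate and 100% = full blocker control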
ARFGAP1 inhibitor: inhibitors of rat ARFGAP1 GAP activity, primary screen, biochemical, fluorescence polarization, GDP tracer; ADP-ribosylation factor GTPase-activating protein 1 (Rattus norvegicus), Q62848; Arfgap1-stimulated ARF1 GTP hydrolysis, GDP FP detection; hit rate 0.26% among 360,000; inhibition, % at 16.5 µM;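 active means inhibition above a per-plate limit, mean inhibition of low control wells plus 3 SD, cut at about 25% in these data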;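 further: 0% = DMSO wells with enzyme and 100% = wells lacking Arfgap1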
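material = rat Arfgap1 catalytic domain, aa 1-136 | also added = human ARF1(Δ1-17)-GTP substrate | compound dosing = one concentration, 16.5 µM, DMSO 1.26% | times = GTP hydrolysis reaction 2 h at 25 °C | measured by = FP, GDP Alexa 633 tracer displaced from anti-GDP antibody, 620/688 nm | evaluation = percent inhibition of Arfgap1-stimulated GTP hydrolysis | replication = single well per compound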
Starred values were filed as active, the others as inactive; i = inactive; . = not tested or not shown.

SMILES | ADAM10 inh | SIAE primary | Tn7 DDE FP | PLC-gamma1 inh | TDP2 inh | ASAP1 GAP inh | ADAM17 inh | Tn6 DDE FP | PLC-beta3 inh | ARFGAP1 inhibitor
CCCCCn1c(N)c(C#N)c2nc3ccccc3nc21 | i | -4 | -8 | i | 24 | -2 | i | -6 | i | 22
COc1cc(NC(=O)CN2CCC(Cc3ccccc3)CC2)c(C)cc1[N+](=O)[O-] | -4 | 6 | 5 | -1 | 4 | 6 | -5 | -7 | -1 | 3
CCOC(=O)N1CCN(C(=O)C2CCN(S(C)(=O)=O)CC2)CC1 | 3 | 2 | 1 | 0 | 11 | -6 | -3 | 1 | 2 | -4
Cc1ccccc1-n1nc2c(c1NC(=O)CCCl)CSC2 | 7 | -2 | -8 | 2 | 4 | 6 | 3 | -3 | 5 | -1
Cc1nn(Cc2ccccc2)c(C)c1C(=O)OCC(=O)c1cc(C)n(CC(F)(F)F)c1C | 11 | -3 | -1 | 2 | -1 | -3 | 2 | -8 | 0 | 3
CN(C(=O)c1ccc(Br)o1)C1CCCCC1 | 7 | -3 | -8 | 1 | 13 | 4 | 3 | 1 | -6 | 4
CCCc1nnc(NC(=O)c2nc(S(=O)(=O)Cc3ccc(C)cc3)ncc2Cl)s1 | -2 | -1 | 7 | -6 | 12 | -20 | -4 | 4 | -10 | 2
c1ccc(CCn2nnc3ccccc32)cc1 | 1 | 1 | 3 | -1 | -4 | -3 | -3 | 1 | 1 | 15
COc1ccc(S(=O)(=O)N2CCC(C(=O)Nc3ccccc3C)CC2)c2cccnc12 | -2 | 0 | 4 | 1 | -7 | -3 | 0 | 4 | -4 | -10
COCCNCCCOc1ccc(Cl)cc1Br | -3 | -1 | 7 | 0 | 18 | 6 | -2 | 3 | -3 | 9
Cc1cccc(NS(=O)(=O)c2ccc(C(=O)N3CCCC3)cc2)c1C | 2 | -4 | -5 | 2 | 4 | 18 | -2 | -1 | -3 | -2
COc1ccccc1NCCC#N | -1 | 4 | 0 | 5 | 8 | -13 | -1 | 0 | -1 | 2
O=C(NC1CCN(Cc2ccccc2)CC1)c1ccc(N2CC3CC(C2)c2cccc(=O)n2C3)c([N+](=O)[O-])c1 (configuration not stated) | 6 | 8 | 1 | 1 | -5 | 6 | 0 | 0 | 6 | 2
CN1CCN(S(=O)(=O)c2cccc(C(=O)NC3CCCc4ccccc43)c2)CC1 (configuration not stated) | 2 | 4 | -3 | -1 | 2 | 3 | -4 | 3 | -3 | 7
C[C@H](NC(=O)Cc1cccc2ccccc12)C(=O)N1CCCN(C)CC1 | -2 | -10 | -6 | 0 | -4 | -2 | -3 | 2 | -5 | 0
O=[N+]([O-])c1cc(Cl)ccc1N1CCOCC1 | -1 | -3 | 6 | -2 | 3 | 4 | -1 | -1 | -1 | 1
Cc1cc(C)cc(NC(=O)CSc2nc3ccncc3[nH]2)c1 | -15 | -5 | 4 | -2 | -9 | -6 | -5 | 5 | 1 | 11
O=C(N/N=C(\c1ccccc1)c1cccnc1)c1cc(O)ccc1O | -10 | 8 | -2 | 3 | 8 | -10 | 0 | 7 | -3 | -4
O=C(CSc1ncn[nH]1)N/N=C/c1ccc(Br)cc1 | -5 | -1 | 10 | 2 | -3 | -11 | 0 | 7 | -7 | 3
CCOc1cccc(/C=C/c2ccc3ccccc3n2)c1OC(C)=O | -212 | -1 | -1 | -91 | -4 | 10 | -51 | 3 | -118 | 7

Just ASAP1 GAP inh (2 entries from above):
SMILES	ASAP1 GAP inh
CCCc1nnc(NC(=O)c2nc(S(=O)(=O)Cc3ccc(C)cc3)ncc2Cl)s1	-20
c1ccc(CCn2nnc3ccccc32)cc1	-3

Some values from the entries so far.
ADAM17 inh result of COc1ccccc1NCCC#N is entered as -1
ARFGAP1 inhibitor result of CCCc1nnc(NC(=O)c2nc(S(=O)(=O)Cc3ccc(C)cc3)ncc2Cl)s1 is entered as 2

Ordered by SMILES length (ascending): part of the list above
SMILES | ADAM10 inh | SIAE primary | Tn7 DDE FP | PLC-gamma1 inh | TDP2 inh | ASAP1 GAP inh | ADAM17 inh | Tn6 DDE FP | PLC-beta3 inh | ARFGAP1 inhibitor
c1ccc(CCn2nnc3ccccc32)cc1 | 1 | 1 | 3 | -1 | -4 | -3 | -3 | 1 | 1 | 15
O=C(N/N=C(\c1ccccc1)c1cccnc1)c1cc(O)ccc1O | -10 | 8 | -2 | 3 | 8 | -10 | 0 | 7 | -3 | -4
CN1CCN(S(=O)(=O)c2cccc(C(=O)NC3CCCc4ccccc43)c2)CC1 (configuration not stated) | 2 | 4 | -3 | -1 | 2 | 3 | -4 | 3 | -3 | 7

Carrying on.
SMILES | ADAM10 inh | SIAE primary | Tn7 DDE FP | PLC-gamma1 inh | TDP2 inh | ASAP1 GAP inh | ADAM17 inh | Tn6 DDE FP | PLC-beta3 inh | ARFGAP1 inhibitor
CCN(CC)S(=O)(=O)c1ccc(C(=O)NNC(=O)c2cccs2)cc1 | -2 | 4 | -9 | 3 | -10 | 5 | -1 | 2 | 4 | -5
O=C(CCc1ccccc1)Nc1cc(Cl)ccc1O | 12 | -6 | -1 | 1 | 2 | 2 | -1 | 4 | 0 | -3
C[N+](C)=C1SCC(C)(/C=N/O)S1 (configuration not stated) | 1 | -6 | -2 | -2 | -10 | -4 | -1 | 5 | -7 | 9
CCN(CC)CCCCN1c2ccccc2Sc2ccccc21 | -1 | -3 | 1 | 0 | 2 | -9 | -2 | 0 | -7 | 7
Clc1ccc(-c2cc(-c3nnc4n3CCCCC4)c3ccccc3n2)cc1 | -14 | 0 | 2 | -2 | 3 | -1 | -6 | -9 | 1 | -2
Cc1cc(C(=O)COC(=O)c2nccnc2N)c(C)n1C | i | -4 | 3 | -119 | 4 | 0 | -258 | -10 | -125 | 5
Cc1cccc(C(=O)O/N=C2\CCCc3ccccc32)c1 | 1 | -4 | -7 | 1 | 2 | 5 | -2 | -4 | 0 | -2
CCCCCCCCN1C(=O)[C@@H](CC(=O)NCC23CC4CC(CC(C4)C2)C3)C[C@@]2(C(=O)OC)C1=C[C@H](C(C)(C)C)O[C@@H]2C | -11 | 1 | -9 | 4 | 5 | 1 | -3 | 0 | 0 | -2
CC(C)Sc1nc2c(c(=O)[nH]c(=O)n2C)n1C | -2 | -6 | 3 | 0 | -1 | 6 | -5 | 2 | 0 | 7
COc1ccc(C(C)(C)NC(=O)C2CCC(=O)N(C3CC3)C2)cc1OC (configuration not stated) | 4 | -5 | 7 | -2 | -12 | -2 | -2 | 9 | -5 | -4
O=C(O)C1C2C=CC(O2)C1C(=O)Nc1cccc(C(F)(F)F)c1 (configuration not stated) | 5 | 3 | 0 | 0 | 0 | 1 | -2 | -4 | -4 | -10
C#CCNC(=O)C[C@@H]1C(=O)N(Cc2ccc(OC)cc2)C2=CCN(C(=O)OC(C)(C)C)C[C@]21C(=O)OCC | -2 | 3 | -4 | 0 | -3 | . | -1 | 3 | 1 | .
Cc1ccc(S(=O)(=O)N2CCC(N3CCCCCC3)CC2)cc1 | 4 | 8 | -10 | 4 | 7 | -12 | 0 | -1 | 6 | 7
CCSc1nnc(Cn2c(=O)sc3ccccc32)n1-c1ccc(OC)cc1 | 0 | 4 | -5 | -1 | -3 | -4 | -2 | 3 | 0 | 4
O=C(Nc1ccc(Br)cc1)c1cccc(N2C(=O)CCC2=O)c1 | -3 | 4 | 3 | 1 | -1 | 9 | 0 | 1 | -3 | 5
O=[N+]([O-])c1ccc(N2CCc3ccccc3C2)nc1 | -1 | 2 | 6 | -24 | -4 | -2 | -2 | 2 | -33 | 6
CCc1ccc(OCc2n[nH]c(=S)n2Cc2ccccc2)cc1 | 16 | 5 | 1 | 5 | 0 | -7 | 7 | -8 | 0 | -5
Cc1ccc(NC(=O)CCC(=O)N2CCC(c3ccccc3)=N2)cc1S(=O)(=O)N1CCCCC1 | 7 | -7 | -12 | 0 | -27 | 7 | 0 | -7 | 0 | -9
Cc1ccc(C)c(SCC(=O)NC(=O)NCc2ccccc2)c1 | 0 | 4 | 4 | 3 | -1 | 7 | 3 | -2 | -4 | 3
CCN(CC)C(=O)c1cc([N+](=O)[O-])cc2c1-c1ccc([N+](=O)[O-])cc1C2=C(C#N)C#N | 7 | 16 | 7 | -10 | 0 | 0 | 0 | 9 | -22 | 6
Cc1cccc(C(CC(=O)NCCc2ccccc2)c2ccccc2)c1O (configuration not stated) | 8 | -1 | -2 | 0 | -9 | -6 | 2 | 4 | -6 | 4
O=C(c1sc2ccccc2c1Cl)N(Cc1cccs1)C1CCS(=O)(=O)C1 (configuration not stated) | 6 | -1 | 1 | 4 | -7 | -2 | 2 | 3 | 4 | 9

Bioassay records (PubChem BioAssay)
